Compound activity (PubChem BioAssay)
Keap1-Nrf2 PPI – disrupts human Keap1 binding to Nrf2 peptide. Q14145. Keap1 Kelch-Nrf2 peptide fluorescence polarization, 1536-well. inhibition, % at 9.4 µM. 340,000 tested, 0.15% active; in the data active = inhibition above about 12%;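 note: human Keap1 Kelch domain with fluorescein labeled Nrf2 9mer peptide probe; 0% = neutral control wells and 100% = peptide positive control; higher means more block of Keap1 binding to Nrf2 peptide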
Pemphigus Ab inh – human desmoglein-3 autoantibody binding inhibition | DSG3-coupled beads, scFv-anti-DSG3-GFP binding, flow cytometry; active compounds read low | binding (percent of control), % at 10 µM | 310,000 tested, 0.48% active | AID 588358;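 active = binding more than 3 SD below its plate's average and above zero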;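 note: hits lower antibody fragment binding to DSG3; some compounds called inactive have numbers as strong as hits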
Target sequence (P32926 whole entry, looked up, the tested form may be a part): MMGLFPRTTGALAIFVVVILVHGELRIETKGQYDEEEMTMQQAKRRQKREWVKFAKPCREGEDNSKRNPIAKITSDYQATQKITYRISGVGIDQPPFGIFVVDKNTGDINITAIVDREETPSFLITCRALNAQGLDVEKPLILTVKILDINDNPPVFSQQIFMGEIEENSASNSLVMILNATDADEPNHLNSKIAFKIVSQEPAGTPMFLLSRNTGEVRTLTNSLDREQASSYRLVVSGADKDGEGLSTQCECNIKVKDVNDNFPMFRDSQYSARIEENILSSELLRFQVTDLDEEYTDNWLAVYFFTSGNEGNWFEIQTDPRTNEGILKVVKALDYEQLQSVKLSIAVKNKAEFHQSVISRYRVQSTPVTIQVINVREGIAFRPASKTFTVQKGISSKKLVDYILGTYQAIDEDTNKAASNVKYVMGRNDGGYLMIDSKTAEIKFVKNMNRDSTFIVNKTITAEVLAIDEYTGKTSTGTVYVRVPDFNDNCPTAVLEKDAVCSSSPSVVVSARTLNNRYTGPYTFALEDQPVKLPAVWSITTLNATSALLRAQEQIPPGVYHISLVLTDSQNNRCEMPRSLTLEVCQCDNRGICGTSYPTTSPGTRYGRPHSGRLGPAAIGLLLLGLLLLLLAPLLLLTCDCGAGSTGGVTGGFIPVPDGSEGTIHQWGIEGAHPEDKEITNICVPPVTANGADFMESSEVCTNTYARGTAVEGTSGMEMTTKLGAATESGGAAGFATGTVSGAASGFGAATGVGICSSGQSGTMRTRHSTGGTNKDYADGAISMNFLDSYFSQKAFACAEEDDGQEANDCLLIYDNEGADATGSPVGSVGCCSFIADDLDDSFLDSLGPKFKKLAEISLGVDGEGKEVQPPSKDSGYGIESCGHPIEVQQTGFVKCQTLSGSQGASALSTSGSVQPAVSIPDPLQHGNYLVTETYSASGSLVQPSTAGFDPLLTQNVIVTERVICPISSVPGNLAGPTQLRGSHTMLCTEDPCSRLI
RTF Ca sens inh – cardiac RTF calcium desensitization; AID 493244; IANBD-labeled cardiac RTF, Ca2+ fluorescence; inhibition, % at 7.15 µM; 340,000 tested, 0.12% active; P19429+P45379;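 active = inhibition above the mean inhibition of all tested compounds plus 3 SD, cut at about 17% in these data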;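 note: assay run at fixed EC70 calcium of 1.6 mM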
C-LANA FP – blocks KSHV LANA C-terminal domain binding to DNA. 340,000 tested, 0.078% active. MBP-C-LANA/FAM-LBS DNA binding, fluorescence polarization. AID 504423. inhibition, % at 9 µM;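 active = highest replicate inhibition at or above 60% at 9 µM, even if other replicates fall short; inactive = all replicates below 60% inhibition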;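 note: 0% = neutral control wells and 100% = 4 µM acridine orange control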
V-ATPase pHluor – regulators of yeast V-ATPase proton transport | S. cerevisiae, pHLuorin cytosolic pH fluorescence | response, % at 10 µM | 350,000 tested, 0.37% active | AID 504577; in the data active = response mostly above about 7.3%, no sharp cut-off; inactive = mostly below about 5.4%; note: actives read high; inactives centre near 0; some compounds called inactive have numbers as strong as hits; reference of the scale not given here
RTF Ca sens act – cardiac RTF calcium sensitization; activation, % at 7.2 µM; 340,000 tested, 0.24% active; P19429+P45379; IANBD-labeled TnC RTF fluorescence at EC20 calcium; 0% EC20 calcium, 100% full calcium;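 active = activation above the mean over all tested compounds plus 3 SD, cut at about 30% in these data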;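 note: rise in fluorescence read as greater calcium sensitivity of cardiac thin filaments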
Arr AP2 block – inhibitors of human beta-arrestin and AP2 interaction | FITC-arrestin peptide / GST-AP2 beads, flow cytometry; AP2 beta2 appendage carries R879A mutation | inhibition, % at 10 µM | 340,000 tested, 0.31% active;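 active = inhibition above a set limit, near 3 SD of compounds lacking own fluorescence, cut at about 54% in these data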;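 note: plate controls were DMSO wells for no effect and 5 µM unlabelled arrestin peptide for full effect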
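test system = AP2 appendage R879A on GSH beads | buffer or medium = PBS plus Tween 20 (0.05%) and BSA (0.1%) | incubation = 12 min plus 1 h, RT | detection = bead flow cytometry, FITC channel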
MOR-DOR ag – OPRM1-OPRD1 heterodimerization agonism; cells, luminescence; activation, % at 9.3 µM; AID 504326; P35372+P41143; 340,000 tested, 0.3% active; in the data active = activation above about 18%;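 note: 0% = vehicle-treated cells and 100% = reference agonist; values of inactives mirror those of a sister screen read the other way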
Wnt bcat act – activates Wnt/beta-catenin signaling in a reporter cell assay; activator, plate reader; activation, % at 9.35 µM; 300,000 tested, 1.2% active; AID 743398; in the data active = activation above about 30%, passing the limit was not always enough;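 note: 0% = neutral control wells and 100% = positive control wells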
OPRM1-OPRD1 inv – mu-delta opioid heterodimer inverse agonism. P35372+P41143. AID 504357. 340,000 tested, 0.21% active. inhibition, % at 9.3 µM. cell-based MOR-DOR heterodimer luminescence; in the data active = inhibition above about 22%, passing the limit was not always enough;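 note: 0% = cells with DMSO and 100% = wells without cells with DMSO; values of inactives mirror those of a sister screen read the other way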
* hit, by the source's call; . = no result given.

molecule,C-LANA FP,RTF Ca sens inh,Wnt bcat act,Keap1-Nrf2 PPI,V-ATPase pHluor,RTF Ca sens act,MOR-DOR ag,Arr AP2 block,Pemphigus Ab inh,OPRM1-OPRD1 inv
COc1cccc(NC(=O)c2c([N+](=O)[O-])cnn2C)c1,0.7,-8,-1,0,1,5,-0.8,9,97,4
O=C(O)C1CCN(S(=O)(=O)c2cccnc2)CC1,0.3,5,.,0,0,3,-2.3,18,101,10
COc1ccc(CCN2C(=O)CC(C(N)=O)SC2=Nc2ccccc2)cc1 (centres undefined),0.0,3,2,-7,-3,4,-2.8,-13,113,14
COc1cccc(-n2c(=O)c3sccc3n(CC(=O)NC3CCCCC3)c2=O)c1,-1.5,4,2,-7,2,2,-1.7,8,109,9
COc1ccc(CNC(=O)C[C@H]2C[C@H](C(=O)N3CCCCC3)[C@@]3(CCc4ccccc4)c4[nH]c5cc(-c6ccco6)ccc5c4CCN3C2=O)cc1OC,-1.7,-7,.,0,0,3,-1.9,-2,97,9
Cc1c(C(=O)c2ccc([N+](=O)[O-])cc2)c(=O)n(C)c(=O)n1C,0.4,-5,-1,-3,-3,-1,3.5,4,94,-17
CCOP(=O)(OCC)C(Nc1ccccn1)c1ccc(F)cc1 (centres undefined),1.0,5,.,-5,-2,-5,0.1,-10,98,0
CC(Oc1ccc(Cl)cc1)c1ccnn1S(C)(=O)=O (centres undefined),0.8,1,-6,-3,1,-3,-2.6,25,99,15
NCC1CC2c3ccccc3C1c1ccccc12 (centres undefined),0.4,2,2,1,-1,-1,-2.6,3,98,12
COc1ccccc1C(O)(C(=O)NNc1ccccc1C)c1ccccc1OC,2.0,-14,-3,-7,-4,0,0.9,5,87,-6
O=C(COc1ccc(Cl)cc1Cl)NNC(=S)NC(=O)c1ccco1,-0.8,-11,0,0,0,-5,-2.8,19,94,14
CC(=O)N1N=C(c2cccc(Cl)c2)OC1c1ccc(C(C)C)cc1 (centres undefined),0.6,-3,-2,-1,-2,0,-3.6,4,.,18
CCOc1ccccc1NC(=O)CCc1nnc2ccc(N3CCC4(CC3)OCCO4)nn12,-1.4,-5,-1,-9,0,6,-0.4,-7,108,2
c1ccc2c(c1)c1cccc3ccc4cccc2c4c31,0.5,-3,-9,-6,0,-5,-1.8,10,106,9
CN(Cc1ccccc1)C(=O)c1ccc(Cl)c([N+](=O)[O-])c1,-0.5,-2,0,-3,-4,1,-1.3,49,98,8

molecule,C-LANA FP,RTF Ca sens inh,Wnt bcat act,Keap1-Nrf2 PPI,V-ATPase pHluor,RTF Ca sens act,MOR-DOR ag,Arr AP2 block,Pemphigus Ab inh,OPRM1-OPRD1 inv
COc1ccc(CN(CC(=O)NCc2ccco2)C(=O)CCC(=O)Nc2ccccn2)cc1,-0.9,-6,.,-2,3,-1,-0.8,2,103,4
COc1ccc(C(C(=O)NC(C)(C)C)N(C(=O)CCC(=O)Nc2cc(C)on2)c2c(C)cccc2C)cc1 (centres undefined),0.2,-13,-1,-5,-2,-3,-0.7,14,109,4
COc1ccc(N2CCN(C(=O)COC(=O)CSc3ccccc3)CC2)cc1,-0.7,6,1,-3,7,8,-1.6,-35,122,9
O=C(CSc1nnc(-c2ccco2)n1Cc1ccco1)NCc1cccs1,0.5,-1,-1,-3,-1,-3,-1.5,17,104,9
COCCCNC(=O)C1CCC(CNS(=O)(=O)c2ccc(Cl)cc2)CC1 (centres undefined),0.6,3,1,-2,2,5,-1.5,-9,107,8
CCCC[C@@H]1CCCO[C@@](C(=O)NCc2cc(C)n(C)n2)(C(F)(F)F)C1,-0.2,0,0,4,-3,1,-1.3,20,103,8
Cc1ccc(C(=O)NCC(C)(C)N2CCOCC2)s1,1.0,-9,.,0,0,0,-1.4,5,96,8
O=C(c1ccc(S(=O)(=O)N2CCCCC2)cc1)N1CCN(Cc2ccc3c(c2)OCO3)CC1,-1.0,-7,.,1,2,0,-2.9,-11,100,14
CC(=O)Nc1ccc(Cl)c(-c2nc3ncccc3o2)c1,-1.5,-3,2,1,-4,0,-2.9,5,99,13
Fc1ccc(CNC(=S)NCc2ccccc2)cc1,-3.1,-3,2,-2,-4,-3,2.8,31,.,-16
CC(C)(C)n1ncc2c(=O)n(CC(=O)Nc3ccc(Cl)cc3)cnc21,-0.4,-5,.,-1,-6,8,-2.0,-1,103,11
COc1ccc(OC)c(N(CC(=O)NCc2ccncc2)S(C)(=O)=O)c1,1.1,3,.,-2,-1,2,-1.9,5,101,10
C=C1C[C@H]2[C@@H]3CCc4cc(OC)ccc4[C@H]3CC[C@]12C,-2.6,10,-1,-3,-8,11,-0.3,-13,104,2
COc1cc(CC(NC(C)=O)C(=O)NC2CCN(c3nc(OC)nc(OC)n3)CC2)cc(OC)c1 (centres undefined),1.1,-4,0,-2,0,7,-1.7,-1,83,9
O=C(COC(=O)c1ccc(F)cc1F)NCCC1=CCCCC1,2.3,-6,1,2,-1,-3,-1.3,-1,95,5

molecule,C-LANA FP,RTF Ca sens inh,Wnt bcat act,Keap1-Nrf2 PPI,V-ATPase pHluor,RTF Ca sens act,MOR-DOR ag,Arr AP2 block,Pemphigus Ab inh,OPRM1-OPRD1 inv
N#Cc1cc2c(nc1SCC(=O)N1CCOCC1)CCCCC2,-0.7,-1,.,-5,-3,12,-0.8,-2,105,5
Cc1ccccc1C(=O)NC(=S)NCC(=O)c1ccccc1,-1.5,4,3,0,-3,2,-0.3,-6,102,2
O=C(COc1ccccc1Cl)NC(=O)NC1CCCC1,0.1,-1,.,-6,-3,-9,1.1,7,99,-6
Cc1cccc(N2C(=O)CC(N3CCN(C(=O)c4ccccc4)CC3)C2=O)c1 (centres undefined),-1.6,-7,.,4,2,3,-1.7,12,103,8
O=C(/C=C/c1ccc(OC2CSC2)cc1)c1ccccc1,-0.2,-12,39*,-1,1,4,2.6,1,112,-16
CC(=O)Nc1c(C(N)=O)oc2ccc(Cl)cc12,-1.8,-6,2,-1,-1,2,-1.7,7,106,9
CC1CC2=C(C(=O)O1)C(c1ccccc1)Nc1ccccc1N2 (centres undefined),2.8,-2,0,-4,-1,-3,-0.5,43,121,3
NC(N)=Nc1nc2ccc(Cl)cc2c(=O)[nH]1,-0.9,0,-1,0,3,3,-2.6,39,97,13
COC(=O)c1c(NC(=S)Nc2ccc(CC(=O)O)cc2)sc(C)c1C,0.8,1,.,3,1,-1,-2.8,-8,91,15
CCN(CC)C(=O)C1CCCN(C(=O)c2cc(COc3cccc(OC)c3)on2)C1 (centres undefined),0.6,1,7,0,-2,-3,-2.6,23,114,14
Cc1cccc(NNC(N)=S)c1C,-1.1,5,1,-5,-4,1,1.8,-1,106,-9
O=C(NCCC(=O)N1CCN(c2ccc(F)cc2)CC1)c1ccco1,-0.5,9,-5,3,0,-8,-3.1,1,98,16
O=C(NCC(c1ccco1)N1CCCC1)c1ccc(-n2cccn2)cc1 (centres undefined),-2.4,-3,-2,-4,2,-4,0.7,11,139,-4
CC1(C)c2ssc(=S)c2-c2ccccc2N1C(=O)c1ccco1,0.5,8,.,-1,-2,1,-3.9,7,102,23
O=C(Cn1nnc2ccccc21)OCC(=O)c1ccccc1,-0.3,3,.,-2,0,-3,-2.9,-6,109,17

Brought forward from above: two compounds, then new ones.
molecule,C-LANA FP,RTF Ca sens inh,Wnt bcat act,Keap1-Nrf2 PPI,V-ATPase pHluor,RTF Ca sens act,MOR-DOR ag,Arr AP2 block,Pemphigus Ab inh,OPRM1-OPRD1 inv
CC1(C)c2ssc(=S)c2-c2ccccc2N1C(=O)c1ccco1,0.5,8,.,-1,-2,1,-3.9,7,102,23
O=C(Cn1nnc2ccccc21)OCC(=O)c1ccccc1,-0.3,3,.,-2,0,-3,-2.9,-6,109,17
Cn1cc(S(=O)(=O)N2CCOCC2)cc1C(=O)NCCc1ccccc1,0.1,-2,.,-2,-2,4,-0.8,15,97,5
CCOc1ccc2c(c1)ncn2Cc1ccccc1,-1.5,-1,2,-4,-2,-3,-4.3,-2,97,22
O=C(Nc1nc(-c2ccccc2)cs1)c1ccc2c(=O)n3c(nc2c1)CCCCC3,0.6,-3,-3,-1,-1,-3,3.4,9,105,-24
COc1ccccc1C(=O)Nc1ccnn1C1CCN(C/C=C/c2ccc(F)cc2)CC1,-0.5,-6,1,-6,-2,4,-0.7,22,112,4
COc1ccc2[nH]c(C)c(CCN3C(=O)OC(C)(C)C3(C)O)c2c1 (centres undefined),-0.3,-7,-3,-1,-2,1,-0.3,4,116,2
CCCN=Cc1c(CCC)[nH]n(-c2nc3ccccc3s2)c1=O,-1.0,-3,.,-1,0,-3,-2.4,8,100,14
CN(C)S(=O)(=O)N(CC(=O)N1CCN(c2ccccc2)CC1)c1ccccc1,-1.2,-4,-11,-3,-1,0,-3.1,3,99,16
COC(=O)[C@@]1(C)[C@H]2C(=O)N(C)C(=O)[C@H]2[C@H]2CN=C(SCc3ccccc3)N21,1.4,-4,-1,0,-1,5,-2.2,3,103,11
NC(=O)c1oc2ccccc2c1NC(=O)c1ccccc1,-1.2,-9,.,0,-3,-3,-4.1,11,78,22
C=CCn1c(SCC(N)=O)nnc1-c1cccc(Br)c1,-6.1,0,.,0,-7,-2,-4.4,18,.,18
O=C1c2cccc3cccc(c23)C(=O)N1c1ccncc1,-0.9,2,.,2,2,-2,-1.2,-2,101,6
O=C(NCc1ccncc1)c1cc(C(=O)C2CC2)c[nH]1,-1.2,4,-1,-1,0,3,-2.0,-2,96,10
NC(=O)[C@@H]1CCCN1Cc1nc(-c2ccccc2)no1,-1.5,2,1,3,7,-6,-0.9,-4,102,5
CN1CCC(OC(=O)c2ccccc2Cl)CC1,1.7,2,-2,-3,2,-1,-2.1,37,90,10
CCOC(=O)c1c(-c2cccs2)csc1NC(=O)CC(C)C,0.2,-11,-5,-2,4,-8,-0.2,-6,79,1

molecule,C-LANA FP,RTF Ca sens inh,Wnt bcat act,Keap1-Nrf2 PPI,V-ATPase pHluor,RTF Ca sens act,MOR-DOR ag,Arr AP2 block,Pemphigus Ab inh,OPRM1-OPRD1 inv
Cc1ccc(C(=O)N2CCN(Cc3ccc4c(c3)OCO4)CC2)c(Cl)c1,0.6,0,0,-2,-2,-1,2.6,2,104,-15
Cn1c(=NC(=O)c2ccco2)sc2cccc(F)c21,1.4,0,62*,4,-5,-4,0.7,1,109,-4
CSc1ccc(NC(=O)Nc2ccccc2C(N)=O)cc1,-0.2,2,13,0,-1,0,-2.2,23,88,11
CCCOc1ccc(C(=O)NCC(c2ccco2)N(C)C)cc1OC (centres undefined),1.3,-3,0,2,-2,-2,1.1,.,99,-6
CCOC(=O)C[C@H]1c2ccccc2S(=O)(=O)N1Cc1cc(OC)c(OC)c(OC)c1,-3.7,2,-1,-1,5,4,0.6,11,93,-3
CCCCN(CCCC)CC(O)COc1ccccc1C(=O)Nc1ccccc1 (centres undefined),10,-4,2,1,1,5,3.5,19,99,-17
CCOC(=O)C1(C)NC(c2ccccc2F)C2C(=O)N(c3cccc(C(C)=O)c3)C(=O)C21 (centres undefined),-0.8,-10,1,-3,4,-7,0.5,39,.,-3
O=C(CN1C(=O)c2ccccc2C1=O)NCC(=O)OCC(=O)c1ccc(Cl)cc1,-1.4,6,-1,0,3,-4,-2.1,19,102,11
